# High-throughput results (PubChem BioAssay)
# SR-BI uptake up = SR-BI HDL lipid transfer activation; CHO ldlA[mSR-BI] cells, DiI-HDL uptake fluorescence, 3 h; 100 = double the neutral-control signal; activation, % at 12.5 µM; hit rate 0.096% among 320,000;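 active = mean replicate activation of at least 60% and every replicate at or above 60%; inconclusive = mean or all-replicate condition met, but not both; inactive = mean below 60% and not all replicates reaching 60%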;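 also: 0% = median plate neutral-control signal and 100% = twice that signal; values of inactives mirror those of a sister screen read the other way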
#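 System: CHO ldlA[mSR-BI] cells / Medium: HEPES-buffered (25 mM, pH 7.4) F12 plus 0.5% BSA / Probe or stimulus: labelled HDL, 10 µg/mL / Doses: single compound concentration, delivered by pin transfer / Schedule: 3 h, 37 °C / Measured by: DiI fluorescence, bottom read / Measure: cell-associated DiI fluorescence as measure of HDL uptake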
# MITF TRPM1 HTS = MITF TRPM1 promoter activation in melanoma cells | SK-MEL-5 TRPM1-promoter luciferase, 24 h; % of positive control, neutral wells = 0 | activation, % at 12.5 µM | AID 588334 | hit rate 0.75% among 300,000;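 active = mean activation of at least 80% with every replicate also reaching 80%; inconclusive = mean reaches 80% but some replicate falls short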;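 also: 0% = neutral control wells and 100% = parthenolide positive control wells; values of inactives mirror those of a sister screen read the other way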
# HTR5A ag = counter-screen for OPRM1-OPRD1 agonists: human HTR5A agonism | P47898 | HTR5A agonist assay, luminescence, cell-based | activation, % at 9.3 µM | hit rate 0.61% among 340,000 | AID 504692; in the data active = activation mostly above about 9.5%, no sharp cut-off; inactive = mostly below about 7.6%;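 also: 0% = cells with vehicle only and 100% = reference agonist; strong numbers were not always called active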
# Wnt act = activates Wnt/beta-catenin signaling in a reporter cell assay. AID 743398. activator, plate reader. hit rate 1.2% among 300,000. activation, % at 9.35 µM; in the data active = activation above about 30%, passing the limit was not always enough; inconclusive = no clear call, values can overlap the other calls;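 also: 0% = neutral control wells and 100% = positive control wells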
# PvdQ inh = blocks Pseudomonas aeruginosa PvdQ acylase activity | AID 488965 | purified PvdQ acylase, fluorescence plate reader | inhibition, % at 10 µM | hit rate 0.063% among 340,000; in the data active = inhibition above about 30%, passing the limit was not always enough; inconclusive = no clear call, values can overlap the other calls;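 also: 0% = vehicle neutral wells and 100% = reference inhibitor wells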
# dFosB activator = mouse delta FosB homodimer activation; P13346; purified delta FosB, TAMRA-CDK5 oligo fluorescence polarization; percent of positive-control signal above neutral wells; activation, % at 25 µM; hit rate 0.99% among 340,000; AID 493131;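 active = mean activation above about 17%, with every replicate also reaching it, limit read from the data, passing the limit was not always enough; inconclusive = only one of the two conditions met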;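 also: fluorescence polarization rise as delta FosB binds a TAMRA Cdk5 AP-1 oligo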
# Target sequence (P13346 whole entry, looked up): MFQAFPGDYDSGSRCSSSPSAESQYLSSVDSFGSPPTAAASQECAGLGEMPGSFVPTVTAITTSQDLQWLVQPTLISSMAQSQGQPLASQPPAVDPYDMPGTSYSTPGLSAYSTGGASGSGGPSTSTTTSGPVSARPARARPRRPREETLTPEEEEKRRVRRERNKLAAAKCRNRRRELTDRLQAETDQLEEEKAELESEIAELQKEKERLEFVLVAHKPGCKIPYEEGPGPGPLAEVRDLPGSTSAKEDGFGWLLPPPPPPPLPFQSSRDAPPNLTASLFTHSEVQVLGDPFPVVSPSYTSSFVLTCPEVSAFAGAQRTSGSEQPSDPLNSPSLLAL
# CDK5 p35 inh = inhibitors of human CDK5/p35 kinase; Q00535+Q15078; Recombinant CDK5/p35, ADP-Glo luminescence, 60 min; inhibition, % at 10 µM; hit rate 0.01% among 330,000;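 active = highest replicate inhibition of at least 50% and at least 75% of replicates reaching 50%; inconclusive = only one of the two criteria met; inactive = both criteria failed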;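 also: plate controls were DMSO neutral control for no effect and GW8510 at 10 µM for full effect; many of its hits are not listed in these tables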
# SR-BI DiI inh = blocks mouse SR-BI lipid uptake from DiI-HDL. Q61009. ldlA[mSR-BI] CHO cells, DiI-HDL uptake fluorescence, 3 h. inhibition, % at 12.5 µM. hit rate 0.96% among 320,000;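 active = mean replicate inhibition of at least 70% and a set share of replicates each scoring 70 or more; inconclusive = meets just one of the two criteria; inactive = fails both criteria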;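 also: 0% = median of neutral control wells and 100% = median of positive control wells; values of inactives mirror those of a sister screen read the other way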
# Target sequence (Q61009 whole entry, looked up): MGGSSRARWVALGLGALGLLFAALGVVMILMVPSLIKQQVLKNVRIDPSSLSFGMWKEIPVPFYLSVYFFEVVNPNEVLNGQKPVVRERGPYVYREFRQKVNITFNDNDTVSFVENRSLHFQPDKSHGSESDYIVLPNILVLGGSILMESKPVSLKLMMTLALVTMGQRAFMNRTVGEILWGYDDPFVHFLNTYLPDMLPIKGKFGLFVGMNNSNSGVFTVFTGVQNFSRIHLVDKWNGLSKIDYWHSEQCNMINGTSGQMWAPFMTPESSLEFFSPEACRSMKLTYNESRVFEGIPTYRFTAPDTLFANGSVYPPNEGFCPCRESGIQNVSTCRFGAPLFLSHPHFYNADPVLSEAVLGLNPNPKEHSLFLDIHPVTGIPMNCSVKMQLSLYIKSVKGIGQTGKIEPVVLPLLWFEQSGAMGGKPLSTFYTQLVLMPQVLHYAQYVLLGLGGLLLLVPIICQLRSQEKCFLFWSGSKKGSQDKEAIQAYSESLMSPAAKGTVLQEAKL
# RTF Ca sens act = increases calcium sensitivity of human cardiac regulated thin filaments. IANBD-labeled TnC RTF fluorescence at EC20 calcium; 0% EC20 calcium, 100% full calcium. activation, % at 7.2 µM. hit rate 0.24% among 340,000. AID 493008;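 active = activation above the mean over all tested compounds plus 3 SD, cut at about 30% in these data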;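 also: rise in fluorescence read as greater calcium sensitivity of cardiac thin filaments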
# Rtt109 HAT inh = inhibitors of Candida albicans Rtt109/Vps75 histone acetyltransferase. AID 540336. hit rate 0.16% among 330,000. purified Rtt109/Vps75, ThioGlo CoA-SH fluorescence, 4 h. inhibition, % at 34.9 µM. Q5AAJ8;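 active = inhibition of at least 50% in every replicate; inconclusive = best replicate reaches 50% inhibition but some replicates fall short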
# Active calls of the source: *; i = inactive; ? = inconclusive; · = no result given.
no.	Structure	SR-BI uptake up	MITF TRPM1 HTS	HTR5A ag	Wnt act	PvdQ inh	dFosB activator	CDK5 p35 inh	SR-BI DiI inh	RTF Ca sens act	Rtt109 HAT inh
1	ClC(Cl)(Cl)c1nc2ccccc2n2nncc12	13	-37	-5	-1	-12	-1	-0.2	-14	1	-3
2	CC1CN(CC(=O)Nc2cccc(C(=O)Nc3cccc(C(F)(F)F)c3)c2)CC(C)O1 (configuration not stated)	-37	3	5	·	3	-16	-1.2	37	0	17
3	O=C(Cn1cc(C(F)(F)F)ccc1=O)Nc1cc(S(=O)(=O)N2CCOCC2)ccc1Cl	22	-1	-4	1	-12	-3	-0.4	-22	1	0
4	Cc1cc(Cn2nnc(-c3ccc(Br)cc3)n2)cc(C)c1O	9	·	6	1	-8	3	-7.2	-9	4	-3
5	CCCCSc1nc2c([nH]1)c(=O)n(C)c(=S)n2C	15	1	2	-3	-11	-2	-1.0	-15	3	1
6	CN(C)C1NC(=O)c2cc(-c3ccccc3)sc2N1 (configuration not stated)	-28	47	0	·	2	-5	0.2	28	1	18
7	CCOn1c(=O)c(-c2cc3ccccc3o2)[n+]([O-])c2ccccc21	-29	38	8	-1	-13	-3	1.8	29	1	-6
8	Cc1ccc(C(C)NC(=O)c2cccnc2)cc1 (configuration not stated)	14	0	5	-6	-15	10	0.1	-14	4	-6
9	COc1cccc(NS(=O)(=O)c2ccc3[nH]cc(C(=O)NCCN4CCOCC4)c(=O)c3c2)c1	·	2	0	·	-15	-15	-0.1	·	-2	1
10	COc1cccc(N2CCN(c3ncnc4c3[nH]c3ccc(F)cc34)CC2C)c1 (configuration not stated)	-72	-79	15*	·	-9	-10	1.9	72*	8	0
11	CN1CCN(c2ccc(C(CC(N)=O)NC(=O)Cc3cccc4ccccc34)cc2[N+](=O)[O-])CC1 (configuration not stated)	20	14	-1	-1	-9	-4	1.1	-20	10	2
12	O=C(CS(=O)(=O)c1ccc(F)cc1)Nc1nnc(-c2ccccc2Cl)o1	0	3	34*	0	-10	-3	-4.0	0	-5	3
13	Cc1ccccc1Nc1nc(N)nc(-c2oc3ccccc3c2C)n1	-28	·	·	47*	-5	9	1.2	28	·	2
14	CCOc1ccc(NC(=S)Nc2ccc(OC(F)(F)F)cc2)cc1	-10	-5	10	·	-9	-6	-1.1	10	1	-26
15	Cn1nc(C(=O)NNC(=O)c2ccccc2Br)c2ccccc2c1=O	15	-11	6	-4	0	-6	1.8	-15	-4	4
16	COc1ccc(C(=O)NC2CCCc3c2cnn3-c2cccc(C)c2C)c(OC)n1 (configuration not stated)	·	-24	-3	-3	-17	-10	-4.0	36	-5	29
17	Cc1cc(C)cc(N2CN=C3SCC(=O)N3C2)c1	-71	9	-1	·	-8	-7	0.2	?	-1	-6
18	CCN(Cc1ccccc1)C(=O)CCNS(=O)(=O)c1cc(Br)cnc1N	5	-3	2	-5	6	-1	·	-5	-6	-4
19	Cc1ccc(C)c(NC(=O)COC(=O)c2cc3ccccc3oc2=O)c1	13	·	5	-2	1	4	1.6	-13	4	-1
20	CCOc1ccc2nc(NC(=O)CN3CCC(n4nnc5cc(F)ccc54)CC3)sc2c1	-36	·	14	2	6	-11	-0.4	36	-6	21
21	CCOc1c(Cl)cc(CNc2ccc(S(N)(=O)=O)cc2)cc1OC	-23	4	-1	·	8	-4	1.5	23	3	-11
22	COc1ccc(N2CCN(C(=O)Cc3nn(C)c(=O)c4ccccc34)CC2)cc1	-16	·	1	·	-13	0	0.4	16	9	-12
23	c1ccc2c(-n3cccn3)cccc2c1	-19	37	0	·	-13	1	-0.8	19	12	-24
24	COc1ccc(N/C=C(\C#N)c2ccc(OCCCF)cc2)cc1	-45	-1	-3	·	-11	2	-1.8	45	2	3
25	O=c1c2sccc2[nH]c(=S)n1-c1ccccc1	15	-2	4	2	0	0	0.5	-15	5	17
26	Cc1ccc2nc(C)cc(C(=O)N3CCCC(CO)(Cc4ccccc4C)C3)c2c1 (configuration not stated)	4	-3	-1	0	-5	-14	-1.4	-4	-4	-1
27	CC1CC(Nc2ccccc2)c2ccccc2N1C(=O)c1cccnc1 (configuration not stated)	47	-15	-3	1	-13	-4	-0.5	-47	-7	-1
28	Cn1c(=O)c2c(nc(N3CCCCCC3)n2CC(O)COc2ccccc2)n(C)c1=O (configuration not stated)	-5	4	0	·	-15	-13	-0.6	5	-7	-9
29	C=CCNC(=S)Nc1ccc2cn[nH]c2c1	-2	-1	0	2	1	-2	11	2	3	-2
30	Cc1ccc(NC(=O)COC(=O)c2ccc(-n3cnnn3)cc2)c(Br)c1	16	2	-1	0	-4	1	-1.2	-16	-6	-5
31	CC(Sc1ccccc1)C(=O)N1CCN(S(=O)(=O)c2ccccc2)CC1 (configuration not stated)	8	2	-1	-1	-8	0	-12	-8	2	6
32	NS(=O)(=O)c1ccc(CNC(=S)Nc2ccc(F)c(Cl)c2)cc1	-13	1	5	-1	-13	-5	0.9	13	-4	5
33	COc1ccc(C(=O)N[C@H](C(=O)N2CCN(c3ccccc3F)CC2)C(C)C)cc1	0	-7	-2	-1	-3	-4	0.2	0	3	8
34	CC1(C)Cc2c(cnn2-c2ccccc2)C(NC(=O)CCCN2CCCCC2=O)C1 (configuration not stated)	12	-1	1	0	-2	-8	-1.1	-12	0	-4
35	CCN(CC)CCOc1ccccc1C(C)=O	-2	7	-13	2	1	7	0.4	2	7	5
36	CC1CCN(C(=O)Cn2c3ccc(F)cc3c3nc4n(c(=O)c32)CCCS4)CC1	-8	8	-3	·	-3	7	0.4	8	-2	-22
37	Cc1ccc(C(=O)N2CC(=O)Nc3ccc(F)cc3C2c2ccccc2)cc1[N+](=O)[O-] (configuration not stated)	11	6	-7	-2	16	-2	1.9	-11	-3	-2
38	Nc1cc(Oc2ccc(Cl)cc2Cl)nc(N)n1	-15	·	2	2	15	-7	-0.7	15	2	-9
39	COc1cc(OC)cc(C(=O)NC(C(=O)Nc2ccc3c(c2)CCC3)C(C)C)c1 (configuration not stated)	9	1	-5	2	-3	7	-1.9	-9	-1	-2
40	CC(C(N)=O)N1C(=O)c2cccc3cccc1c23 (configuration not stated)	13	9	2	0	-2	-2	-0.5	-13	-3	-22
41	CCN1CCN(c2nc3c(C)cccn3c(=O)c2/C=C(\C#N)C(=O)NC)CC1	-7	-2	-1	2	-17	0	0.6	7	4	0
42	CNC(=S)N(CCc1c(C)[nH]c2ccccc12)Cc1ccco1	-71	-12	-1	0	-4	-8	-2.0	?	6	-4
43	O=C(c1ccc([N+](=O)[O-])cc1)N1CCSC1c1ccccc1Cl (configuration not stated)	17	0	0	-3	-2	3	1.1	0	-2	6
44	O=C(CSc1nnc(COc2cccc3cccnc23)o1)N1CCN(C(=O)c2ccco2)CC1	-6	·	0	-3	-10	0	0.6	6	2	0
45	COc1cccc(OCc2cc(C(=O)N3CCN(c4ccccc4OC)CC3)no2)c1	-41	83*	3	37*	-6	-6	-0.8	41	-4	-10
46	CCCCCn1c(SCC#N)nc2cc(C(=O)NCC3CCCO3)ccc2c1=O (configuration not stated)	-42	·	-1	-4	-4	1	-0.1	42	-2	-12
47	CCc1ccc(C(=O)NNC(=O)CCc2nc3ccccc3c(=O)[nH]2)cc1	-21	-3	-1	0	-4	-5	0.0	21	-8	11
48	Cc1ccc(SCC(=O)OCC(=O)N(CCC#N)c2ccccc2)cc1	12	-2	-4	-1	-6	-2	-0.4	-12	-1	-3
49	CCOC(=O)C1=C(C)NC(=O)NC1c1cc(Br)c(O)c(OC)c1 (configuration not stated)	-4	-4	0	·	-14	-2	-2.5	4	-3	4
50	O=C(NC(=S)NNC(=O)c1ccccc1O)c1cccc([N+](=O)[O-])c1	-109	2	3	0	5	-1	-1.5	109*	0	-7
51	O=C(Cc1ccccc1)NCCS(=O)c1ccc(Cl)cc1 (configuration not stated)	16	·	4	1	-9	2	-0.7	-16	-3	-2
52	CC(=O)c1oc2ccccc2c1NC(=O)CCCN1C(=O)c2ccccc2C1=O	10	-8	-2	-7	-12	-5	-0.5	-10	0	1
53	O=C(NCc1ccc2c(c1)OCO2)c1nnc(Cc2ccc(F)cc2)o1	-3	-2	5	-4	-17	-3	1.0	3	-2	-4
54	CCn1c(O)c(/C=N/N=C/c2ccccc2)c2ccc(C3=NNC(=O)CC3)cc21	-46	-3	13*	·	-5	-3	0.4	46	36*	-3
55	CCOc1ccc(NC(=O)C2=NN(c3ccccc3)C(=O)CC2)cc1S(=O)(=O)N1CCCCC1	-41	-5	4	1	-4	-16	-0.9	41	2	-6
56	CCOC(=O)c1cnn2c(N)c(C#N)nnc12	10	3	-4	·	2	0	3.6	-10	1	·

# Other results
no.	Structure	SR-BI uptake up	MITF TRPM1 HTS	HTR5A ag	Wnt act	PvdQ inh	dFosB activator	CDK5 p35 inh	SR-BI DiI inh	RTF Ca sens act	Rtt109 HAT inh
57	COc1ccccc1C(=O)NCCC(=O)NN1C(=O)NC2(CCCCC2)C1=O	18	-8	-1	-3	-17	-4	-0.2	-18	6	0
58	Cc1ccc(S(=O)(=O)N2CCN(C(=O)n3ccnc3)CC2)cc1	-8	-2	1	4	0	-1	-1.7	8	-4	-3
59	O=C(NCCCN1CCN(c2ccccc2F)CC1)C1CCN(S(=O)(=O)c2cccs2)CC1	-16	-13	4	·	-4	3	-0.5	16	1	-5
60	O=C(NCCCc1nc2ccccc2[nH]1)c1cccs1	20	2	-1	-3	7	-2	0.8	-20	2	8
61	O=c1c2c(O)cc(O)cc2oc2ccc(O)c(O[C@@H]3O[C@H](CO)[C@@H](O)[C@H](O)[C@H]3O[C@H]3O[C@H](CO)[C@@H](O)[C@H](O)[C@H]3O)c12	11	5	4	-1	1	-11	3.0	-11	8	17
62	Cc1csc2nc(O)c(C(=O)NCC3CCCO3)c(=O)n12 (configuration not stated)	29	-13	-2	-1	-10	-6	0.2	-29	6	-6
63	O=C(NCCCn1ccnc1)c1cc2cc([N+](=O)[O-])ccc2oc1=O	21	-11	-1	-5	-2	4	-0.7	-21	-7	-1
64	COc1cccc(CNC(=O)c2ccc3nc[nH]c3c2)c1	10	·	5	-5	2	-4	-0.2	-10	4	12
65	Cc1cc2oc3cc(NCCC4CCCN4C)ccc3c(=O)c2cc1C (configuration not stated)	12	-6	-1	29	-130	?	3.0	-12	4	i
66	COc1ccc(/C=N/NC(=O)CCc2n[nH]c(=O)[nH]c2=O)cc1OC	26	10	1	·	21	3	0.2	-26	1	-4
67	CCCNC(=O)CSc1ccc(S(=O)(=O)N2CCCC2)cn1	7	7	-3	-1	-5	-2	-0.6	-7	-1	0
